KCNQ1 block: human KCNQ1 channel inhibition. P51787. CHO-K1 KCNQ1, FluxOR thallium flux fluorescence; stronger effect = higher value. B-score at 10 µM. 1.3% of 310,000 active. AID 2642;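 active = compounds whose thallium flux B-score, printed positive for inhibition, exceeds three library SD while starting fluorescence stays within three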;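 also: channel opened by potassium depolarization with thallium stimulus after 20 min compound exposure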
Target sequence (P51787 whole entry, looked up): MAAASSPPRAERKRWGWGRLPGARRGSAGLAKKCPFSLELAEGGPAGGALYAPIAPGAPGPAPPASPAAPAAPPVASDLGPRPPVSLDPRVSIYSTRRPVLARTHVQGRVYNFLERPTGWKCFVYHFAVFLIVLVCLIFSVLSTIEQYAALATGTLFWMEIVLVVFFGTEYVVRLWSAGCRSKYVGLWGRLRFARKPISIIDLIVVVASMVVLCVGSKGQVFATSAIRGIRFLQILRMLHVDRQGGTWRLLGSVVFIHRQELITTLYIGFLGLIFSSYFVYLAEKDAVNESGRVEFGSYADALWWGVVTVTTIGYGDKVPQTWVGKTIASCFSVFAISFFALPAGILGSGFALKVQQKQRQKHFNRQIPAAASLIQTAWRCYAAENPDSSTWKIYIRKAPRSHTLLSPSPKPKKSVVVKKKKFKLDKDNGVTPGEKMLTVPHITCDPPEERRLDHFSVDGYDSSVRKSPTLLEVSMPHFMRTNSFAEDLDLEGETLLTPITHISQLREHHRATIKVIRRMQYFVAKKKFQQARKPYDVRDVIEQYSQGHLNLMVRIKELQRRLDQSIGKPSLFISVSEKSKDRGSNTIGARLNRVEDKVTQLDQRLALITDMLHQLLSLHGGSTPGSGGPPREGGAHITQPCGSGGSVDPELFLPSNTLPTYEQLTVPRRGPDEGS
HDAC3 inh: inhibitors of human histone deacetylase 3 | inhibition, % at 8.3 µM | 0.15% of 320,000 active | recombinant HDAC3, fluorogenic peptide/trypsin coupled, fluorescence | O15379 | AID 2718; in the data active = inhibition above about 26%, passing the limit was not always enough
DYRK1A inh: inhibitors of rat Dyrk1A kinase. ADP-Glo luminescence, NFATc1 peptide. inhibition, % at 12.5 µM. 0.43% of 310,000 active. AID 504441; in the data active = inhibition above about 50%;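 also: plate controls were vehicle with enzyme for no effect and no enzyme for full effect; many of its hits are not listed in these tables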
KCNK3 inh: human KCNK3 channel inhibition, primary screen | O14649 | CHO-KCNK3 thallium flux, FluxOR fluorescence; stronger effect = lower value | B-score at 10 µM | 0.84% of 340,000 active | AID 602410;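 active = B-score under library mean minus 4 SD, starting fluorescence ratio at most library mean plus 5 SD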;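 also: more negative B-score means stronger inhibition of thallium flux through KCNK3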
TRPC4 act: opens the mouse TRPC4 cation channel | Q9QUQ5 | HEK293 TRPC4beta/mu-opioid, Fluo4 calcium fluorescence; stronger effect = higher value | B-score at 10 µM | 0.49% of 310,000 active | AID 2237;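 active = B-score above 5 SD of library B-scores, and initial fluorescence ratio not above library mean plus 5 SD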;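 also: positive B-score marks a calcium rise read as TRPC4 activation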
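Test system: HEK293 cells stably co-expressing mouse TRPC4beta and mu-opioid receptor | Schedule: Fluo4 dye loading 45 min at room temperature, 110 s recording | Measured by: Kinetic Fluo4 calcium fluorescence, 5 s baseline at 1 Hz | Evaluation: B score of integrated ratio | Controls: Buffer (low) and maximal DAMGO (high)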
ANO1 activ: activates or potentiates the mouse TMEM16A chloride channel; Q8BHY3; HEK293 TMEM16A/YFP-H148Q/I152L, iodide quench fluorescence; stronger effect = lower value; B-score at 10 µM; 0.3% of 340,000 active;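 active = fluorescence-ratio B-score plate-corrected deviation score at least 3 library SD below zero, with starting fluorescence score within 5 deviations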;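 also: channel opened by trigger with iodide after compound preincubation; score built on the fluorescence ratio of max minus min over baseline; more negative score means more quench and so TMEM16A activation or potentiation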
KCNK9 block: blocks the human KCNK9 two-pore domain potassium channel | B-score at 10 µM | 1.2% of 310,000 active | Q9NPC2 | HEK293 KCNK9, FluxOR thallium flux fluorescence; stronger effect = lower value;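 active = ratio B-score over 3 SD below the library mean, with starting fluorescence within 5 SD of its mean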;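 also: negative B-score means less thallium flux so channel inhibition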
Target sequence (Q9NPC2 whole entry, looked up, the tested form may be a part): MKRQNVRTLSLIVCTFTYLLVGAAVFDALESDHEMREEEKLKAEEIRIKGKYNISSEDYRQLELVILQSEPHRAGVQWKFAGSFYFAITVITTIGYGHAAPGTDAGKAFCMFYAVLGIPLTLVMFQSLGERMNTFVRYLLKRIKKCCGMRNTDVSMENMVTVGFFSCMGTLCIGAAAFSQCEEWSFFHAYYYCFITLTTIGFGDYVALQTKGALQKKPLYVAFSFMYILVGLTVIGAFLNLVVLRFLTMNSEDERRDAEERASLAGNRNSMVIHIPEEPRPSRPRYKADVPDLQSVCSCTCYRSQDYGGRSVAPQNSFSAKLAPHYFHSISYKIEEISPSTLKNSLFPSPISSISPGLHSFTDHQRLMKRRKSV
TRPC4 PAM: allosteric potentiators of mouse TRPC4 channel | Q9QUQ5 | HEK293 TRPC4beta/mu-opioid, DAMGO EC20, Fluo-4 Ca2+ flux; stronger effect = higher value | B-score at 10 µM | 0.42% of 310,000 active | AID 2227;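 active = B-score of calcium response area above 5 SD of library B-scores, with initial fluorescence ratio within 5 SD of library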;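 also: B-score of integrated fluorescence ratio over time as area under calcium response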
KCNQ1 pot: human KCNQ1 channel potentiation or activation. 0.35% of 310,000 active. B-score at 10 µM. CHO-K1 KCNQ1, thallium flux FluxOR fluorescence; stronger effect = higher value;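 active = fluorescence ratio B-score, a plate-corrected score, at least three library SD, with initial intensity B-score within 5 SD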
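Schedule – 37 °C overnight plating, 90-min dark dye load, 20-min compound pretreatment · System – stable KCNQ1 CHO-K1 line · Probe or stimulus – thallium- and potassium-containing depolarizing buffer · Measured by – kinetic FluxOR fluorescence, 10 s baseline plus 110 s post-stimulus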
hERG protect: compounds protecting human hERG from proarrhythmic drug block | CHO-hERG, FluxOR thallium flux, dofetilide IC70 present | activation (rescue from dofetilide block), less the hit threshold, % at 10 µM | 0.51% of 310,000 active | AID 1511;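 active = activation above the mean of controls blocked by dofetilide plus 5 SD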;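 also: thallium influx through hERG after potassium depolarization seen as dye fluorescence rise; in these data hits start at about 4.7%; inactives centre near -7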
ANO1 block: blocks the mouse calcium-activated chloride channel TMEM16A | HEK293 TMEM16A/YFP iodide influx fluorescence, ionomycin | 1.2% of 310,000 active | AID 588511 | normalized B-score (activity score, 25-100; higher = stronger inhibition) at 10 µM | Q8BHY3;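 active = ratio plate-corrected score three or more library SD toward inhibition, starting fluorescence score within five deviations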;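 also: score derived from kinetic fluorescence span divided by baseline fluorescence per well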
Active calls of the source: *; i = inactive; / = not tested or not shown. This is a subset, so the mix of outcomes need not match the whole.

mol,KCNQ1 block,HDAC3 inh,DYRK1A inh,KCNK3 inh,TRPC4 act,ANO1 activ,KCNK9 block,TRPC4 PAM,KCNQ1 pot,hERG protect,ANO1 block
NC(=O)/C(=C/c1ccco1)NC(=O)/C=C/c1ccccc1,i,10.3,4.3,i,i,i,i,i,i,-10.1,i
COc1ccc(/C=N/NC(=O)c2cc(-c3cccnc3)nc3ccccc23)c(OC)c1,i,1.6,/,i,i,i,i,i,i,-8.7,i
CCC(C)N1CC(O)=C(c2nc3ccccc3[nH]2)C1=N (configuration not stated),i,2.3,-3.1,i,i,i,i,i,i,-4.8,i
O=C(COC(=O)CCC1CCCC1)Nc1ccc(Cl)cc1F,i,-0.3,-2.2,i,i,i,i,i,i,-6.7,i
O=S(=O)(Nc1ccccc1Cl)c1cccc2nsnc12,i,-0.2,4.8,i,i,i,i,i,i,-8.5,i
CCOC(=O)C1CCN(C(=O)CN(c2cc(Cl)ccc2OC)S(=O)(=O)c2ccccc2)CC1,i,-1.4,-2.3,i,i,i,i,i,i,-8.6,i
CCOC(=O)c1sc(=S)n(C)c1C,i,9.4,-4.7,i,i,i,i,i,i,-7.1,i
CCCNS(=O)(=O)c1cccc2cccnc12,i,-1.8,-3.3,i,i,i,i,i,i,-5.2,i
COCc1[nH][nH]c(=O)c1C=NCC(=O)OC,i,11.7,-3.1,i,i,i,i,i,i,-10.9,i
O=C(CN1CCN(Cc2ccccc2)CC1)NC(=O)NC1CCCCC1,i,-4.5,-0.9,i,i,i,i,i,i,-3.8,i
Nc1ccc(Oc2cccc(Oc3ccc(N)cc3)c2)cc1,i,-3.4,-4.3,i,i,i,i,i,i,-14.0,i
O=[N+]([O-])c1cc2c(c(CSc3nnc(Nc4ccccc4)s3)c1)OCOC2,i,7.5,-0.4,i,i,i,i,i,i,-9.0,i
COc1ccc(NC(=O)O/N=C/c2ccncc2)cc1,i,3.3,2.8,i,i,i,i,i,i,-12.0,i
CC1CN(c2nc(N(C)c3ccccc3)nc(N)c2[N+](=O)[O-])CC(C)O1 (configuration not stated),i,3.0,1.6,i,i,i,i,i,i,-0.8,i
COc1ccccc1C(=O)NCCCCNC(=O)c1ccccc1OC,i,3.1,9.4,i,i,i,i,i,i,-1.8,i
CCC(=O)c1ccc(OCCN2CCOCC2)cc1,i,3.6,-3.2,i,i,i,i,i,i,-8.3,i
Cc1cccc(CNC(=O)c2ccc(NC(=O)C3=CSCCO3)cc2)c1,i,11.4,-1.8,i,i,i,i,i,i,-10.5,i
Cc1cccc(N2CCCn3c2nc2c3c(=O)n(CCN3CCOCC3)c(=O)n2C)c1,i,-0.3,-8.2,i,i,i,i,i,i,-3.5,i
CCn1c(N)c(C(=O)NCc2ccco2)sc1=S,i,9.5,8.6,i,i,i,i,i,i,-6.1,i
Cc1ccccc1NC(=O)Cc1nc(COC(=O)c2ccc(Cl)c(S(N)(=O)=O)c2)cs1,i,2.6,-10.4,i,i,i,i,i,i,-15.9,i
Cc1cc(C2(O)C(=O)Nc3ccccc32)ccc1F (configuration not stated),i,-1.0,-0.2,i,i,i,i,i,i,-4.7,i
CC(C)CCNC(=O)C(c1ccncc1)N(Cc1cccs1)C(=O)Cn1nnc(-c2ccc(F)cc2)n1 (configuration not stated),i,4.4,-6.1,i,i,i,i,i,i,-9.3,i
Cc1ccc(OCCCCn2cnc3ccccc32)cc1,i,9.3,-4.7,i,i,i,i,i,i,-17.4,i
COc1ccc(OCCCC(=O)Nc2nncs2)cc1,i,7.7,-5.6,i,i,i,i,i,i,-10.0,i
O=C(c1cc(S(=O)(=O)N2CCOCC2)c(Cl)cc1Cl)N1CCCCC1CO (configuration not stated),i,-0.3,8.3,i,i,i,i,i,i,-14.9,i
Cc1ccc(-c2nc(NCc3cccnc3)c3ccccc3n2)cc1,i,-5.5,3.6,i,i,i,i,i,i,-8.7,i
CS(=O)(=O)N(CC(=O)Nc1ccccc1C(=O)N1CCOCC1)c1ccc2c(c1)OCO2,i,-21.3,-10.0,i,i,i,i,i,i,-5.5,i
CN(C(=O)C(C)(C)C)C1c2c(ccc3ccccc23)OCC1CO (configuration not stated),i,6.1,-4.5,i,i,i,i,i,i,-8.1,i
COc1ccc(N2CCN(CC(=O)NCc3ccc(Cl)cc3)CC2)cc1,i,2.5,-4.8,i,i,i,i,i,i,-9.4,i
N/C(Cc1ccc(Cl)cc1)=N\OC(=O)C1CCCCC1,i,10.5,-3.3,i,i,i,i,i,i,-3.3,i
O=C(O)COc1ccc(/C=C2\SC(=Nc3ccccc3)N(c3ccccc3)C2=O)cc1,i,1.1,-8.8,i,i,i,i,i,i,-2.5,i
Cc1nn(C)c(C)c1NC(=O)c1cnn2c(C(F)F)cc(-c3ccccc3)nc12,i,-2.3,/,/,i,/,i,i,i,-14.3,i
Cc1cc2cc(CNC(=O)NC3CCCCC3)ccc2n1C,i,/,0.9,i,i,i,i,i,i,-11.4,i
O=[N+]([O-])c1ccc(OCC(O)CN2CCN(c3ccccc3F)CC2)cc1 (configuration not stated),i,0.7,1.0,i,i,i,i,i,i,-7.7,i
CCOC(=O)CSc1nc2cc(C)cc(C)c2cc1C#N,i,-7.4,/,i,i,i,i,i,i,-3.9,i
CC1CCCC(NC(=O)COC(=O)c2ccccc2[N+](=O)[O-])C1C (configuration not stated),i,4.8,3.1,i,i,i,i,i,i,-2.8,i
CCOC(=O)N1CCN(C(=O)CN(C2CCCCC2)S(=O)(=O)c2ccc(C)cc2)CC1,i,15.6,3.7,i,i,i,i,i,i,-10.8,i
O=C(Nc1cc(S(=O)(=O)N2CCCCC2)ccc1N1CCCCC1)c1ccncc1,i,3.1,16.9,i,i,i,i,i,i,-13.4,i
COc1cccc(C(=O)NCCSCc2ccccc2Cl)c1,i,-13.9,4.4,-9.81*,i,i,i,i,i,-16.0,i
Cc1cc(CNC(=O)CCc2nnc(CCCc3ccccc3)o2)nn1C,i,-2.8,-0.8,i,i,i,i,i,i,-14.0,i
Cc1nc(NC(=O)c2ccccc2)sc1C1(C)CC(c2ccccc2F)=NO1 (configuration not stated),i,5.2,4.4,i,i,i,i,i,i,-9.1,i
COc1cc2c(cc1OC)C(c1ccccc1)N(S(C)(=O)=O)CC2 (configuration not stated),i,-2.7,4.0,i,i,i,i,i,i,-5.6,i
CCCOc1ccc(/C=N/O)cc1,i,-1.9,5.5,i,i,i,i,i,i,-4.7,i
NS(=O)(=O)c1ccc(CCNC(=O)CCC2COc3ccccc3O2)cc1 (configuration not stated),i,-3.7,-8.8,i,i,i,i,i,i,-7.4,i
C=CCN(CC=C)Cc1c(O)ccc2c(=O)c(-c3ccccc3)coc12,i,-19.2,-3.4,i,i,i,i,i,i,-3.5,i
Cc1cc(SCC(=O)c2ccc3c(c2)OCO3)nc2ccccc12,i,5.8,0.2,i,i,i,i,i,i,-12.6,i
CCC(C)c1ccccc1OCC(=O)NN1C(=O)c2ccccc2C1=O (configuration not stated),i,3.9,/,i,i,i,i,i,i,-13.1,i
CN(CC(=O)Nc1ccccc1Br)C(=O)c1cc(S(=O)(=O)N(C)C)ccc1N1CCCC1,i,23.7,4.5,i,i,i,i,i,i,-13.3,i
O=C(O)c1ccc(NC(CSCc2ccccc2F)C(=O)O)c([N+](=O)[O-])c1 (configuration not stated),i,9.1,-1.8,i,i,i,i,i,i,-9.0,i
Cc1cc(C)cc(-n2ccn(CC(=O)NCCc3ccccc3)c(=O)c2=O)c1,i,-6.3,-1.2,i,i,i,i,i,i,-3.5,i

The results go on:
mol,KCNQ1 block,HDAC3 inh,DYRK1A inh,KCNK3 inh,TRPC4 act,ANO1 activ,KCNK9 block,TRPC4 PAM,KCNQ1 pot,hERG protect,ANO1 block
O=C(COc1ccccc1[N+](=O)[O-])N/N=C/c1ccc(O)c([N+](=O)[O-])c1,i,11.2,-2.5,i,i,i,i,i,i,0.5,i
CCCCNC(=O)C1CCCN(S(=O)(=O)CC)C1 (configuration not stated),i,-3.5,-0.9,i,i,i,i,i,i,-9.9,i
Cn1nccc1-c1cc(Cl)cc(Cl)c1O,i,1.5,/,i,i,i,i,i,i,-8.2,i
Cc1ccnc(SCc2cc(=O)c(OC(=O)c3ccc(Cl)c([N+](=O)[O-])c3)co2)n1,i,-2.1,5.4,i,i,i,i,i,i,-10.9,i
O=C(O)c1sc2ncccc2c1OCc1ccccc1,i,-4.7,-2.0,i,i,i,i,i,i,-4.6,i
C[n+]1c2n(c3ccccc31)N=C(c1ccc(Cl)cc1)CS2,i,55.0*,2.6,i,i,i,i,i,i,-23.2,i
CCN(CC(=O)Nc1cc(Cl)ccc1C)C(=O)Cn1c(=O)cnc2ccccc21,i,1.7,-3.2,i,i,i,i,i,i,-14.7,i
COC(=O)COc1ccc(S(=O)(=O)NCc2ccco2)cc1,i,0.0,-5.5,i,i,i,i,i,i,-1.1,i
BrC(=C\c1ccccc1)/C=N/n1cnnc1,i,/,-3.2,i,i,i,i,i,i,-7.3,/
Nc1nc2n(n1)C(c1cccs1)CC(c1ccc(F)cc1)N2 (configuration not stated),i,-57.1,-1.5,i,i,i,i,i,i,-7.6,i
O=C(NNC(=O)c1ccccc1OCc1ccc(F)cc1)c1ccccc1O,i,-9.1,6.5,i,i,i,i,i,i,-10.0,i
O=C(c1ccco1)N1CCN(c2nc3ccccc3n3nnnc23)CC1,i,3.3,-5.5,i,i,i,i,i,i,-5.8,i
O=C(NCc1ccc(Cl)cc1)C(=O)c1cn(CC(=O)N2CCOCC2)c2ccccc12,i,2.3,6.9,i,i,i,i,i,i,-4.2,i
COc1ccc(NC(=O)C2(N(C(=O)Cn3nnnc3N)c3ccc(OC)cc3)CCCCC2)cc1,i,-1.2,0.1,i,i,i,i,i,i,-7.9,i
N/C(=N\O)c1ccc(NC(=O)c2cccs2)cc1,i,-0.4,8.3,i,i,i,i,i,i,46.3*,i
COc1ccc(Nc2ncnc3c2cnn3Cc2ccccc2)cc1,i,2.9,6.1,i,i,i,i,i,i,-0.9,i
CC(=O)c1ccc(OC(=O)c2ccc(-n3nc(C)cc3C)cc2)cc1,i,-1.2,-4.5,i,i,i,i,i,i,-3.1,i

Screening data as filed in PubChem BioAssay.
